MBD2 inh: blocks human MBD2 binding to methylated DNA. AID 686964. hit rate 0.31% among 370,000. inhibition, % at 4.4 µM. TR-FRET, MBD2 binding to methylated oligonucleotide; in the data active = inhibition above about 13%
PRMT1 inh: blocks human protein arginine methyltransferase 1; Q99873; hit rate 1.3% among 370,000; inhibition, % at 2.79 µM; recombinant PRMT1, activity-based probe fluorescence polarization;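 active = inhibition above about 21% made by adding two undisclosed values, limit read from the data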
TCR CD3 inh: inhibitors of human TCR-CD3 interaction | inhibition, % at 9.4 µM | AID 651800 | hit rate 0.37% among 360,000 | TAMRA-labeled TCR probe fluorescence, biochemical; in the data active = inhibition above about 19%;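 also: recombinant mutant TCR 2C K166C tagged with TAMRA read by polarization; 0% = receptor in buffer alone and 100% = receptor with positive control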
ABHD4 inh: inhibits mouse alpha/beta hydrolase domain 4 | Q8VD66 | purified mABHD4, FP-Rh probe fluorescence polarization | inhibition, % at 8.92 µM | hit rate 0.54% among 370,000;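 active = inhibition exceeding the mean over every tested compound plus 3 SD, cut at about 30% in these data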;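 also: 0% = plate median of compound wells and 100% = S159A mutant with DMSO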
Target sequence (Q8VD66 whole entry, looked up, the tested form may be a part): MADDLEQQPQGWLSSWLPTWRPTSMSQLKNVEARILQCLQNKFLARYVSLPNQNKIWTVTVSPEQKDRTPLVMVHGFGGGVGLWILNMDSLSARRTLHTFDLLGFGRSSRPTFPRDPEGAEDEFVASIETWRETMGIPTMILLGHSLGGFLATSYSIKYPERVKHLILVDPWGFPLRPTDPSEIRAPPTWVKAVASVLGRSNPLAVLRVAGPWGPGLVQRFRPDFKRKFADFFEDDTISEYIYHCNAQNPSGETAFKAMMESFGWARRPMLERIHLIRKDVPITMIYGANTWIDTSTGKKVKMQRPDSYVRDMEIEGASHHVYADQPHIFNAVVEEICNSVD
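Material: mouse ABHD4 enzyme, wild type; Benchmarks: S159A mutant high control, sample median low control; Buffer or medium: HEPES pH 7.0, NaCl, Pluronic buffer; Signal: fluorescence polarization; Read-out: percent inhibition of probe binding, normalized to plate controls; Timing: pre-incubation 45 min, probe exposure 60 min, at 25 °C; Dosing: 8.92 µM, single dose.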
HTRA1 inh: HTRA1 (human) protease inhibition. hit rate 0.5% among 340,000. Q92743. recombinant HTRA1, FP-rhodamine activity-based probe, fluorescence polarization. inhibition, % at 5.96 µM. AID 504803; in the data active = inhibition above about 36%;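 also: 0% = enzyme with DMSO and 100% = wells lacking enzyme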
Target sequence (Q92743 whole entry, looked up): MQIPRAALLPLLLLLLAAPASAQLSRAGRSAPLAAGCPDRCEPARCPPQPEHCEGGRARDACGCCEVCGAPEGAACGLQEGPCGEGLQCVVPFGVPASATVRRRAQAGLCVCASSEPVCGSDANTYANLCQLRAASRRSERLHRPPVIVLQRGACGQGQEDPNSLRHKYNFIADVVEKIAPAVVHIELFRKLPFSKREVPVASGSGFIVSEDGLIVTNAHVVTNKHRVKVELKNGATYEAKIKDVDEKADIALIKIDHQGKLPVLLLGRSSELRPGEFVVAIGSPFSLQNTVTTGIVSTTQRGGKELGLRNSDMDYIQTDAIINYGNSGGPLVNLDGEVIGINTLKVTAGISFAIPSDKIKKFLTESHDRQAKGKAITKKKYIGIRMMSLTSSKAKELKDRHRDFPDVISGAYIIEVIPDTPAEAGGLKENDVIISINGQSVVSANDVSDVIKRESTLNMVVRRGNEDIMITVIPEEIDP
rCAG RNA binder: binds r(CAG) RNA repeats | r(CAG) RNA repeat, TO-PRO-1 dye displacement fluorescence | inhibition, % at 3 µM | hit rate 1.3% among 370,000;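 active = inhibition above the plate cutoff, the mean of all test compounds on that plate plus 3 SD, cut at about 35% in these data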;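 also: 0% = DMSO alone and 100% = 100 µM mitoxantrone as full dye displacement; higher means more dye released from RNA so lower well fluorescence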
Rev-erbA mod: modulates human Rev-erb alpha binding to DNA; P20393; Rev-erbα–FITC-DNA binding, fluorescence polarization, 90 min; activity, % at 10 µM; hit rate 0.79% among 370,000;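 active = activity above about 14%, limit read from the data; passing the limit was not always enough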;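 also: 0% = DMSO wells with 35 nM protein and 100% = DMSO wells with 750 nM protein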
PG9 Ab binder: small molecules binding HIV-1 gp120 antibody PG9; hit rate 0.43% among 360,000; TR-FRET gp120-PG9 antibody binding; inhibition, % at 6.7 µM; in the data active = inhibition above about 8.5%
LEDGF integ inh: blocks HIV-1 LEDGF/p75-dependent DNA integration; TR-FRET IN-LEDGF/p75 DNA integration, Eu/Cy5; inhibition, % at 3.7 µM; hit rate 0.64% among 370,000; AID 743269;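 active = inhibition above the screen-wide mean plus 3 SD, cut at about 13% in these data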;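 also: signal is the Cy5 over europium emission ratio at 671 and 618 nm; 0% = plate median of compound wells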
UHRF1 binding: UHRF1 methyl-DNA binding inhibition | Q96T88 | UHRF1 binding to methylated oligo, TR-FRET | inhibition, % at 4.4 µM | hit rate 0.75% among 370,000; in the data active = inhibition above about 21%;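 also: UHRF1 SRA domain binding a hemimethylated CpG hairpin DNA probe; 0% = median of test compound wells and 100% = reference inhibitor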
The depositor's hits bear a star; . = no result given.

1: COc1cccc(CNC(=O)C2CCCN(c3nc4ccccc4o3)C2)c1 (stereo not given)
2: COc1cc(NS(=O)(=O)c2ccc3c(c2)C(C)(C)C(=O)N3C)cc(OC)c1
3: Cc1ccc(C(=O)NCC(=O)NC2CC2)cc1
4: N/C(=N\OC(=O)Cc1ccc(-c2ccccc2)cc1)c1cccnc1
5: Cc1cc(=O)[nH]c(SCC(=O)Nc2ccccc2C)n1
compound no.	1	2	3	4	5
MBD2 inh	3	0	-6	-1	0
PRMT1 inh	-7	-1	-3	0	2
TCR CD3 inh	-5	6	-4	4	6
ABHD4 inh	-4	-1	5	-9	-5
HTRA1 inh	-1	-1	9	-12	-2
rCAG RNA binder	-6	4	0	-2	1
Rev-erbA mod	-5	9	6	-2	-3
PG9 Ab binder	-0.1	0.8	-2.8	-0.4	-1.6
LEDGF integ inh	0	0	7	-2	2
UHRF1 binding	-2	8	0	-1	1

6: CC(C)(C)OC(=O)c1c(N)n(CCCN2CCCC2=O)c2nc3ccccc3nc12
7: O=C(COc1ccccc1Cl)N1CCN(C(=O)c2ccco2)CC1
8: O=[N+]([O-])c1ccc(NCCCN2CCOCC2)c([N+](=O)[O-])c1
9: CCCCN1Cc2c(nc3cc(-c4ccco4)[nH]n3c2=O)C1=O
10: COc1ccc(-c2csc(C(O)c3ccc(OC)cc3)n2)cc1 (stereo not given)
compound no.	6	7	8	9	10
MBD2 inh	-8	3	-1	25*	2
PRMT1 inh	-1	-3	0	56*	1
TCR CD3 inh	0	7	-2	-1	4
ABHD4 inh	2	-2	0	35*	-6
HTRA1 inh	-2	-2	-4	11	.
rCAG RNA binder	-6	-1	0	66*	-1
Rev-erbA mod	-5	2	6	-13	1
PG9 Ab binder	-0.6	0.0	1.0	-0.4	-0.6
LEDGF integ inh	3	5	1	32*	-1
UHRF1 binding	-11	1	-2	63*	0

11: CC1CCC(NS(=O)(=O)c2ccc(N3CCCC3=O)cc2)CC1 (stereo not given)
12: CCOc1ccccc1NC(=O)CSc1nnc2ccc(-c3ccccn3)nn12
13: Cc1ccc(CCNS(=O)(=O)c2ccc3c(c2)NC(=O)C(C)C(=O)N3)cc1 (stereo not given)
14: O=C(Cc1ccc(Cl)cc1)Nc1ccc(Br)cc1
15: Cc1ccccc1NC(=O)NCc1cccnc1
compound no.	11	12	13	14	15
MBD2 inh	1	-1	7	1	3
PRMT1 inh	0	-5	10	5	-2
TCR CD3 inh	-1	7	-6	-3	0
ABHD4 inh	-4	-3	-9	-6	0
HTRA1 inh	6	-2	6	-6	0
rCAG RNA binder	-4	3	4	-1	0
Rev-erbA mod	1	2	-3	4	-3
PG9 Ab binder	-1.5	-2.6	0.7	-1.0	0.1
LEDGF integ inh	-1	1	-1	3	-2
UHRF1 binding	1	0	3	3	-1

Records 10 to 15 from above:
10: COc1ccc(-c2csc(C(O)c3ccc(OC)cc3)n2)cc1 (stereo not given)
11: CC1CCC(NS(=O)(=O)c2ccc(N3CCCC3=O)cc2)CC1 (stereo not given)
12: CCOc1ccccc1NC(=O)CSc1nnc2ccc(-c3ccccn3)nn12
13: Cc1ccc(CCNS(=O)(=O)c2ccc3c(c2)NC(=O)C(C)C(=O)N3)cc1 (stereo not given)
14: O=C(Cc1ccc(Cl)cc1)Nc1ccc(Br)cc1
15: Cc1ccccc1NC(=O)NCc1cccnc1
compound no.	10	11	12	13	14	15
MBD2 inh	2	1	-1	7	1	3
PRMT1 inh	1	0	-5	10	5	-2
TCR CD3 inh	4	-1	7	-6	-3	0
ABHD4 inh	-6	-4	-3	-9	-6	0
HTRA1 inh	.	6	-2	6	-6	0
rCAG RNA binder	-1	-4	3	4	-1	0
Rev-erbA mod	1	1	2	-3	4	-3
PG9 Ab binder	-0.6	-1.5	-2.6	0.7	-1.0	0.1
LEDGF integ inh	-1	-1	1	-1	3	-2
UHRF1 binding	0	1	0	3	3	-1

Further entries.
16: Cc1cccn2c(=O)c(C(=O)NC3CCCCC3C)c(O)nc12 (stereo not given)
17: CC(=O)c1c(C)[nH]c(C(=O)OCC(=O)N2CCN(S(=O)(=O)c3ccc(C)cc3)CC2)c1C
18: COc1cccc(-n2c(CNc3ccc(F)cc3)nnc2SCC(N)=O)c1
19: COc1ccccc1N1CCN(C(=O)COc2ccc(Cl)cc2)CC1
20: O=C(CCSCCc1ccncc1)NCCCN1CCOCC1
compound no.	16	17	18	19	20
MBD2 inh	-3	4	0	-1	0
PRMT1 inh	3	7	1	-3	0
TCR CD3 inh	1	-2	-2	4	2
ABHD4 inh	1	-17	9	1	8
HTRA1 inh	-38	9	-1	-3	6
rCAG RNA binder	-4	6	0	-4	2
Rev-erbA mod	0	2	4	1	-5
PG9 Ab binder	1.3	1.0	0.7	-2.2	-0.8
LEDGF integ inh	0	-7	-2	2	0
UHRF1 binding	2	5	-2	-3	-1

21: O=C1OCCN1C(=O)[C@H]1[C@H](c2ccc([N+](=O)[O-])cc2)C(c2ccc(F)cc2)=NN1c1ccc(Br)cc1
22: Cc1ccc(C)c(N2CCN(CCN3CCCCC3)CC2)c1
23: CCN1CCN(C(=O)Cn2ncc3c([nH]c4ccccc43)c2=O)CC1
24: O=[N+]([O-])c1ccc2c(c1)CCN2
25: CCCCOC(=O)C(C#N)c1nc2ccccc2nc1N1CCOCC1 (stereo not given)
compound no.	21	22	23	24	25
MBD2 inh	3	-5	-1	-22	2
PRMT1 inh	4	0	-1	3	-1
TCR CD3 inh	-4	5	-4	-1	8
ABHD4 inh	-1	13	3	4	-3
HTRA1 inh	-14	4	-1	1	2
rCAG RNA binder	15	-7	-1	4	-1
Rev-erbA mod	6	5	3	8	-1
PG9 Ab binder	-0.6	3.0	-0.1	-1.5	-1.0
LEDGF integ inh	-6	4	-2	1	-4
UHRF1 binding	3	1	2	-11	-1

26: Cc1ccc2[nH]c(=O)c(CN(Cc3cccnc3)C(=S)NCCCN(C)C)cc2c1
27: Cc1cc(C)nc(NS(=O)(=O)c2ccc(N3Cc4ccccc4C3=O)cc2)n1
28: COc1ccc(NC(=O)C(=O)Nc2cccc3ccccc23)c(OC)c1
29: O=C(Nc1ccncc1)c1sc2ccccc2c1Cl
30: Cc1cccc(N2C(=O)C(Cl)=C(Nc3c(C)n(C)n(-c4ccccc4)c3=O)C2=O)c1C
compound no.	26	27	28	29	30
MBD2 inh	-4	2	-5	2	4
PRMT1 inh	-5	1	-3	9	6
TCR CD3 inh	-3	-7	2	-7	4
ABHD4 inh	-2	-2	-4	-15	10
HTRA1 inh	1	-4	-5	-14	-3
rCAG RNA binder	-9	13	-2	0	0
Rev-erbA mod	-1	-2	4	1	-3
PG9 Ab binder	-0.6	-0.5	-0.8	1.2	-0.7
LEDGF integ inh	3	-1	2	0	1
UHRF1 binding	2	-2	-1	-1	2

31: Cc1ccc(Nc2nc(-c3ccncc3)cs2)cc1
32: CCOC(=O)C1(CCOc2ccccc2)CCN(Cc2cc(OC)cc(OC)c2)CC1
33: CC(C)c1csc(CN2CCC(CO)(Cc3cccc(F)c3)CC2)n1
34: CCC(C(=O)Nc1ccc(S(=O)(=O)N2CCN(C)CC2)cc1)c1ccccc1 (stereo not given)
35: Cn1c2c(c(=O)n(C)c1=O)C(CC(=O)Nc1ccccc1F)C(=O)N2 (stereo not given)
compound no.	31	32	33	34	35
MBD2 inh	0	1	6	3	5
PRMT1 inh	2	-3	6	-5	5
TCR CD3 inh	1	0	-2	6	-8
ABHD4 inh	10	4	-11	6	3
HTRA1 inh	7	-12	0	2	.
rCAG RNA binder	0	-11	-10	-1	1
Rev-erbA mod	-3	-2	1	-7	-1
PG9 Ab binder	-0.5	0.1	-0.5	-2.2	0.9
LEDGF integ inh	-3	-3	-4	2	-4
UHRF1 binding	-2	0	59*	0	2

36: COc1ccc(C2(CNC(=O)c3ccccc3[N+](=O)[O-])CCOCC2)cc1
37: CCOC(=O)c1cc(C#N)c(N2CCCNCC2)nc1C(F)(F)F
38: COC(=O)CCC(=O)NC(=S)Nc1ccc(S(=O)(=O)Nc2cc(OC)nc(OC)n2)cc1
39: O=C(O)CC/C(=C\c1ccc(N2CCCC2)c([N+](=O)[O-])c1)c1nc2ccccc2s1
40: C=CCn1cc(C(=O)OCC)c(=O)c2ccc(F)cc21
compound no.	36	37	38	39	40
MBD2 inh	7	-1	2	-6	5
PRMT1 inh	0	0	0	12	2
TCR CD3 inh	-13	9	4	-8	-8
ABHD4 inh	-2	-6	4	46*	9
HTRA1 inh	-3	-10	3	10	8
rCAG RNA binder	1	-5	9	70*	-2
Rev-erbA mod	1	7	1	-2	-6
PG9 Ab binder	-1.4	-3.4	-0.3	0.6	-0.6
LEDGF integ inh	1	1	1	-8	-5
UHRF1 binding	1	-4	0	-5	2

41: Cc1ccc2cc(C#N)c(NCCNC(=O)C3CC3)nc2c1C
42: COc1cccc(-c2nc3ccc(C(=O)N4CCCC(O)C4)cc3o2)c1 (stereo not given)
43: Cc1ncoc1C(=O)N1CCCC(C(=O)c2cccc(OC(C)C)c2)C1 (stereo not given)
44: COc1ccc(-n2c(C)nc3cc(C(=O)NCc4ccc5c(c4)OCO5)ccc32)cc1
45: CCOc1ccc(Nc2nc(N3CCCC3)nc(N3CCN(c4ccc(OC)cc4)CC3)n2)cc1
compound no.	41	42	43	44	45
MBD2 inh	1	-3	4	-3	-1
PRMT1 inh	4	-6	2	5	-5
TCR CD3 inh	5	12	6	0	2
ABHD4 inh	1	-8	-2	-5	1
HTRA1 inh	-6	1	4	-18	-1
rCAG RNA binder	-1	-5	-3	2	1
Rev-erbA mod	-1	-3	-1	-1	-5
PG9 Ab binder	-3.2	-1.2	-2.9	-1.2	0.5
LEDGF integ inh	-1	0	0	-5	2
UHRF1 binding	-5	-4	3	9	4

46: CC1CCC2(CC1)NC(=O)N(CC(=O)NC(C)c1ccc(F)c(F)c1)C2=O (stereo not given)
47: COc1ccc(C2CC(c3ccc(F)cc3)n3nc(NC(=O)c4ccco4)nc3N2)cc1 (stereo not given)
48: Cc1ccc(-c2cc(=O)[nH][nH]2)c(C)c1
49: CCOc1ccc(NC(=O)N2CCC(C(=O)c3ccc(F)cc3)CC2)cc1
50: CCS(=O)(=O)n1nc(NCc2cccc(OC)c2)nc1NCc1cccc(OC)c1
compound no.	46	47	48	49	50
MBD2 inh	-6	8	5	8	0
PRMT1 inh	-2	2	0	0	2
TCR CD3 inh	-6	-5	-3	-1	5
ABHD4 inh	5	-9	9	1	0
HTRA1 inh	-6	-6	4	-10	2
rCAG RNA binder	-1	-2	3	-7	-6
Rev-erbA mod	-11	-2	-6	-9	-7
PG9 Ab binder	0.7	1.6	-1.2	-1.8	0.0
LEDGF integ inh	-1	2	-1	-1	0
UHRF1 binding	-1	1	-4	21*	1

51: O=C(NC(c1ccccc1)c1ccccc1)c1ccc(S(=O)(=O)C(F)F)cc1
52: COc1ccc(CN2CCN(C(=O)Cn3ncn4cccc4c3=O)CC2)c(OC)c1OC
53: COc1ccc(OC)c(CN2CCCC(C(=O)c3ccccc3SC)C2)c1 (stereo not given)
54: COc1ccc(C(=O)N2CC(=O)Nc3ccccc32)cc1S(=O)(=O)N1CCOCC1
55: CCOc1cc(C(=O)O)cc(Cl)c1OCC#N
56: c1cc(-c2ccoc2)n2ccnc2c1
compound no.	51	52	53	54	55	56
MBD2 inh	-3	2	8	-4	0	-5
PRMT1 inh	-4	-1	2	-2	-1	21
TCR CD3 inh	3	-2	-1	4	2	25*
ABHD4 inh	-2	-3	-9	-2	5	50*
HTRA1 inh	-3	7	-7	2	9	.
rCAG RNA binder	-3	-4	-5	-1	3	5
Rev-erbA mod	2	9	-1	-5	9	-9
PG9 Ab binder	0.4	0.1	0.1	0.1	-2.9	-0.4
LEDGF integ inh	-1	-2	7	0	3	11
UHRF1 binding	-1	3	5	-2	-1	6

Assay outcomes from PubChem BioAssay.

Only part of the results is shown; rates above refer to the full screens.
